T cell HTS: T cell immune modulation candidate; 2C CD8+ T cell-vesicle binding, flow cytometry; active compounds read low; calls only at 7 µM; 330,000 tested, 0.068% active;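 active = response, share of CD8 T cells binding vesicles, and their 90th percentile fluorescence all below set limits, cut at about 80% in these data, passing the limit was not always enough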
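Assay system: 2C TCR transgenic mouse naive CD8+ T cells, MACS-purified | Read-out: CD8+ gate FL2 mean fluorescence as % of same-row positive control | Signal: High-throughput flow cytometry with anti-B7-1 and anti-CD8 staining | Timing: Binding step 1.5 h, 37 °C, antibody labelling 20 min, ice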
b-catenin transl: alters nuclear translocation of beta-catenin in HeLa cells. immunofluorescence imaging. nuclear translocation activity, % at 5 µM. 190,000 tested, 0.3% active;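 active = nuclear translocation activity above 50% at 5 µM, with a well cell count of 50 or more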;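 note: per-cell ratio of nuclear to cytoplasmic median beta-catenin stain intensity; plate controls were DMSO negative control for no effect and GSK-3 inhibitor IX positive control for full effect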
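Test system: human HeLa cells, native beta-catenin. Compound dosing: 5 µM primary single dose, 0.1% DMSO, 0.02–20 µM confirmation series. Incubation: compound exposure 24 h at 37°C. Detection: beta-catenin immunostaining with DAPI counterstain, 20x imaging, 6 fields/well. Read-out basis: Nuclear/cytoplasmic beta-catenin signal ratio, % activation.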
Lipid droplet: modulators of hepatic lipid droplet formation. AML12 mouse hepatocytes, oleate lipid droplets, BODIPY imaging. inhibition, % at 6.5 µM. 240,000 tested, 0.4% active. AID 1656;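 active = lipid droplet intensity inhibited by at least 50%, with more than 500 cells counted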
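Material: mouse AML12 hepatocyte cell line, fixed after treatment; Timing: compound with oleate, overnight; Technique: high-content imaging of BODIPY-stained droplets and DAPI nuclei; Probe or stimulus: oleate, 100 µM final; Dosing: compound at 6.5 µM only.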
PhoP inhibition: inhibitors of PhoP regulon expression, primary screen, Salmonella Typhimurium, GFP reporter (AID 1863); S. Typhimurium PhoP-regulated promoter GFP reporter, 4 h; higher % means a stronger effect; inhibition, % at 50 µM, or IC50 in µM where a hit was titrated; 300,000 tested, 0.16% active;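 active = inhibition over 29.93%, a cutoff 3 SD above the screen mean, later confirmed by dose response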;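 note: 0% = low Mg2+ inducing control and 100% = high Mg2+ repressing control; strong numbers were not always called active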
MT stabilize HCS: microtubule stabilization, imaging screen; HeLa tubulin immunostaining HCS, 24 h; share of cells brighter than vehicle mean+2SD; 200,000 tested, 0.83% active; % tubulin-high responders, % at 10 µM;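 active = plate Z-score above 3 for both tubulin-high and condensed-nucleus cell shares, with cell loss under 80%, at 10 µM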;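 note: anti alpha tubulin signal scored within the nucleus-defined area of each cell; some results filed as inactive read as strong as hits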
ER stress rescue: rescue of cells from ER stress-induced death, primary screen, 384-well, CSM14.1, thapsigargin, ATP luminescence (AID 1222). cellular ATP content (survival), % at 20 µM, or EC50 in µM where a hit was titrated. CSM14.1 thapsigargin-induced death rescue, ATP luminescence; higher % means a stronger effect. 190,000 tested, under 10 active;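 active = EC50 below 50 µM in the dose-response confirmation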;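 note: death triggered by thapsigargin at about 15 µM added after 2 h compound pretreatment; cell ATP read after overnight thapsigargin exposure of roughly 18 to 22 hours; normalized against plate controls of thapsigargin alone and 5% DMSO vehicle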
Insulin prom up: MIN6 insulin promoter up-regulation. MIN6 insulin promoter-GFP reporter, high-content imaging; active compounds read high. AID 1625. 190,000 tested, 0.3% active. z-score at 5 µM;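 active = z-score above 3 at 5 µM with at least 500 cells counted in the well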
Autophagy HCS: modulators of autophagy; calls only at 10 µM (by protocol); MEF GFP-LC3 puncta imaging; test concentration mostly 10 µM; 190,000 tested, 0.98% active;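 active = percentage of spot-positive cells more than 3 SD above its plate mean, without a fluorescence outlier flag or 80% toxicity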;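 note: spot-positive cell cutoff set from DMSO-treated cells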
Dynein cargo inh: dynein cargo transport inhibition; 3617.4 mouse cells, GR-EGFP nuclear translocation imaging; test concentration mostly 20 µM; stimulated with dexamethasone, 1 µM; active compounds read low; z-score, hits read low; 220,000 tested, 0.47% active; AID 1381;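 active = plate z-score of nuclear minus cytoplasmic receptor signal below a set negative limit, without overly bright fluorescence or cell loss, cut at about -3.5 in these data, passing the limit was not always enough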;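 note: z-score of nuclear minus cytoplasmic ring GR-EGFP intensity difference per well; some compounds called inactive have numbers as strong as hits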
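Buffer or medium: tet-free, stripped-serum medium; Also added: dexamethasone, 1.0 µM final; Technique: high-content fluorescence imaging after fixation; Times: 48 h induction, 1 h compound, 30 min dex at 37 °C; Read-out: per-cell GR-EGFP intensity, nucleus versus surrounding cytoplasmic ring, well-averaged.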
Dynein cargo inh cytoplasmic EGFP: second read-out of Dynein cargo inh, no call of its own (marks repeat the call); z-score; measured here: cytoplasmic GR-EGFP intensity; active compounds read high
Dynein cargo inh nuclear GR-EGFP: recorded beside Dynein cargo inh, whose call it bears; z-score; measured here: nuclear GR-EGFP intensity;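 lower value marks the stronger effect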
Dynein cargo inh cell count: second read-out of Dynein cargo inh, no call of its own (marks repeat the call); z-score; measured here: cell count per field
Insulin prom up cell count: recorded beside Insulin prom up, whose call it bears; cell count; measured here: cytotoxicity, nuclei count;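 total cells summed across four imaged fields per well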
Lipid droplet cells 6.5 µM: second read-out of Lipid droplet, no call of its own (marks repeat the call); cell count; measured here: cell count, cytotoxicity flag;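 cells counted across two imaged fields per well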
b-catenin transl cell count 5 µM: further read-out of b-catenin transl, marked with its call; cell count; measured here: cell count, cytotoxicity flag
T cell HTS vesicle-bound %: also measured in T cell HTS; calls as there; double positive events, %; measured here: CD8+ vesicle-bound cell fraction;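 binding gate set so that unloaded-vesicle control wells show 10% double positive cells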
MT stabilize HCS Hoechst-high %: recorded beside MT stabilize HCS, whose call it bears; % Hoechst-high responders; measured here: nuclear condensation Hoechst responders;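 share of cells brighter than vehicle mean plus two SD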
MT stabilize HCS cytotoxicity %: second read-out of MT stabilize HCS, no call of its own (marks repeat the call); toxicity, %; measured here: cytotoxicity by cell density;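 0% = mean cell density of plate MIN control wells and 100% = no cells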
Autophagy HCS cell loss 18 h: further read-out of Autophagy HCS, marked with its call; toxicity, %; measured here: cell loss, nuclei count;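 cell loss after 18 h compound exposure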
An asterisk follows results filed as active; i = inactive; nt = not tested or not shown.

SMILES	T cell HTS	T cell HTS vesicle-bound %	b-catenin transl	b-catenin transl cell count 5 µM	Lipid droplet	Lipid droplet cells 6.5 µM	PhoP inhibition	MT stabilize HCS	MT stabilize HCS Hoechst-high %	MT stabilize HCS cytotoxicity %	ER stress rescue	Insulin prom up	Insulin prom up cell count	Autophagy HCS	Autophagy HCS cell loss 18 h	Dynein cargo inh	Dynein cargo inh cytoplasmic EGFP	Dynein cargo inh nuclear GR-EGFP	Dynein cargo inh cell count
CC(=O)c1cc(C#N)c(N2CCCCC2)nc1C	i	62	2.5	921	10	610	-8%	5.8	2.5	3.5	-0.9%	1.2	1412	i	10	-0.63	-0.29	0.42	0.57
CCCCNc1cc(C)nc(N2CCOCC2)n1	i	41	nt	nt	5	790	-3%	0.6	1.2	3.0	-1.1%	0.16	816	i	-6	-0.33	-0.39	-0.41	0.62
CCCOc1ccc(OCCCCNC(C)CC)cc1 (stereo unspecified)	i	7	-2.3	1186	0	802	1%	2.1	1.9	9.7	2.7%	nt	nt	i	-6	-0.49	-0.15	-0.32	0.63
CN(C)CCNC(=O)c1ccc2c(c1)N(Cc1ccc(F)cc1)CCS2	i	62	nt	nt	nt	nt	-3%	3.5	4.5	3.8	-2.1%	-2.2	952	i	0	-1.7	-0.059	-0.76	0.43
N#Cc1nc(Cc2ccccc2)oc1NCCN1CCOCC1	i	33	-3.8	937	nt	nt	-5%	5.7	1.5	4.5	1.9%	-0.56	1314	i	-18	0.9	-0.29	0.57	-0.19
O=C(/C=C/c1ccc([N+](=O)[O-])cc1)c1cccs1	i	14	0.6	1232	0	708	-13%	nt	nt	nt	nt	-1.4	1422	nt	nt	-0.78	-0.23	-0.24	0.066
CC(=O)N1CCN(C(=S)c2cccc([N+](=O)[O-])c2)CC1	i	54	-1.4	983	1	719	11%	2.1	1.3	6.3	-5.4%	-0.09	1320	i	14	-0.048	0.025	0.21	-0.49
CCN(CC)CCNC(=O)NC1CCCCC1	i	33	-1.4	1078	-15	798	-15%	5.2	1.2	3.5	-2.5%	-0.87	1265	i	3	1.2	-0.13	1.1	0.17
Cc1cc(Cl)c(S(=O)(=O)N2CCCCCC2)cc1OCC(N)=O	i	27	nt	nt	0	685	3%	2.3	1.5	28	-2.2%	1.8	1171	i	1	-0.36	-0.28	-0.26	-0.32
CC(=O)c1ccc(-c2ccc(C(=O)N3CCN(c4ccc(F)cc4)CC3)o2)cc1	i	28	-2.3	1053	10	714	4%	3.4	3.1	14	4.3%	-1.4	1161	i	-5	0.16	0.46	0.14	0.41
CCCn1c(SCC(=O)N2CCCC(C)C2)nnc1-c1ccccn1 (stereo unspecified)	i	26	0.2	1505	10	648	-3%	2.4	1.9	9.3	-1.5%	-0.24	1513	i	-9	-0.25	-0.36	-0.43	0.36
CC(/C=C/c1ccccc1)=N\NC(=O)c1ccc(Br)cc1	i	63	-0.1	1103	-26	761	3%	3.9	3.9	4.8	-1.2%	1.3	1066	i	0	-0.58	-0.047	-0.37	0.42
COc1ccc(N2CCN(C(=O)CN(C3CCCCC3)S(C)(=O)=O)CC2)cc1	i	8	1.0	1003	0	754	-4%	nt	nt	nt	0.3%	-0.23	1457	i	-12	-0.33	-0.2	0.14	1.1
Cc1cc(NCc2ccc(F)cc2Cl)n2nnnc2n1	i	51	-0.7	1121	7	759	7%	1.9	1.6	7.7	1.6%	-0.22	1201	i	-5	-0.24	0.078	0.69	0.081
Cc1cccc(NC(=S)NCc2ccc3c(c2)OCO3)c1	i	45	-1.7	794	-2	585	3%	1.8	1.4	3.2	1.5%	-0.65	1423	i	12	-0.28	-0.15	-0.16	0.41
O=S(=O)(c1ccc(NC(=S)N/N=C/c2ccc(Oc3ccccc3)cc2)cc1)N1CCOCC1	i	56	-0.6	921	7	672	3%	2.6	1.6	0.1	0.1%	-0.11	1399	i	0	-0.35	-0.26	0.47	-0.13
Nc1nncn1C(=O)CCCOc1ccccc1	i	23	0.3	1338	nt	nt	5%	3.4	1.3	0.2	-0.3%	-0.55	1526	i	-3	-0.89	-0.16	-1.1	0.23
S=C(NCc1ccco1)N/N=C/c1ccc(Cl)cc1	i	48	0.6	533	-2	696	25%	5.9	2.5	3.3	0.0%	0.5	1260	i	-16	0.53	-0.28	-0.024	-0.3
CN(C)c1ccc(CN2CCCC(O)C2)cc1 (stereo unspecified)	i	46	1.9	1155	nt	nt	-6%	3.6	2.7	16	-0.3%	-1	1127	i	13	0.73	-0.24	0.66	0.44
COc1ccccc1Nc1nnc(SCC(=O)c2cc(C)n(CC3CCCO3)c2C)s1 (stereo unspecified)	i	31	-2.8	1314	nt	nt	-12%	2.9	1.6	2.8	-0.8%	-0.48	1188	i	6	-1.1	-0.11	-0.39	-0.42
CCOC(=O)C1(C)C=C(Nc2ccc(C)cc2)C(=O)N1c1ccc(C)cc1 (stereo unspecified)	i	33	-0.9	1082	-13	729	-7%	3.0	2.8	6.2	-0.3%	-0.06	1158	i	1	-0.28	-0.28	-0.16	0.65
Cc1ccccc1-c1noc(-c2ccccc2C(=O)NCC2CCCO2)n1 (stereo unspecified)	i	17	0.0	1366	3	754	-3%	nt	nt	nt	nt	0.01	1084	nt	nt	1.7	-0.25	0.7	-0.85
COc1cccc(CC2(CO)CCN(C(=O)NCCc3ccccc3)CC2)c1	i	32	1.4	1011	-16	689	8%	2.1	1.6	4.4	0.5%	-0.98	1403	i	22	1.7	-0.2	0.81	-1
COc1ccc(NC(=O)Nc2ccccc2C(=O)N2CCCC2)cc1	i	37	0.6	913	3	757	6%	3.3	1.5	3.4	-4.2%	0.12	1173	i	-2	0.21	-0.28	-0.11	0.054
Cc1cc(C)c2c(c1)/C(=N\N=c1\sc3ccccc3n1C)C(=O)N2	i	33	-1.0	1357	0	633	-5%	nt	nt	nt	nt	-0.01	1087	nt	nt	0.34	-0.41	0.11	0.067
SMILES	T cell HTS	T cell HTS vesicle-bound %	b-catenin transl	b-catenin transl cell count 5 µM	Lipid droplet	Lipid droplet cells 6.5 µM	PhoP inhibition	MT stabilize HCS	MT stabilize HCS Hoechst-high %	MT stabilize HCS cytotoxicity %	ER stress rescue	Insulin prom up	Insulin prom up cell count	Autophagy HCS	Autophagy HCS cell loss 18 h	Dynein cargo inh	Dynein cargo inh cytoplasmic EGFP	Dynein cargo inh nuclear GR-EGFP	Dynein cargo inh cell count
CC(C)c1nc(N2CCCC2)c(C#N)c2c1CCCC2	i	41	nt	nt	1	706	-9%	4.1	1.9	0.4	-2.7%	0.26	1262	i	6	0.89	-0.15	-0.26	1.7
COc1ccc(CN(C(=O)Cc2cccs2)C(C(=O)NC2CCCC2)c2ccncc2)cc1 (stereo unspecified)	i	15	nt	nt	nt	nt	-4%	3.8	1.7	6.9	9.0%	nt	nt	i	15	0.71	-0.23	0.62	-0.54
CC1(C)C2CCC1(C)C(OCC[N+](C)(C)CC(=O)OC1CCCCC1)C2 (stereo unspecified)	i	58	-1.6	1108	-41	665	2%	3.7	2.0	3.3	-0.4%	-2.4	517	i	7	0.64	-0.13	0.95	-2.2
COc1ccccc1CN(C)CC(=O)Nc1ccc(Cl)cc1C(F)(F)F	i	18	1.2	1076	-12	685	3%	2.0	2.5	10	5.6%	0.6	1506	i	10	-0.11	-0.19	0.099	0.32
COc1cc2[nH]c(=S)nc(NC3CCCC3)c2cc1OC	nt	nt	-1.5	1051	-2	717	-8%	3.3	2.0	9.8	nt	-0.37	1154	i	16	-0.13	-0.17	0.014	-0.001
COC(=O)c1c(C(=O)OC)c(-c2cccc(Cl)c2)n2c1CS(=O)C2 (stereo unspecified)	i	35	-0.8	1076	nt	nt	-8%	4.0	2.7	4.5	-0.2%	1.5	1224	i	-4	-0.99	-0.31	-0.44	0.76
Cn1cnc2nc3n(c2c1=O)CCC3	i	38	0.1	991	-1	668	-17%	1.1	1.0	6.6	-1.8%	0.89	1731	i	6	0.94	0.27	0.72	-0.4

Four of the entries above in order of their number in Dynein cargo inh, smallest number first:
| molecule | T cell HTS | T cell HTS vesicle-bound % | PhoP inhibition | MT stabilize HCS Hoechst-high % | Dynein cargo inh | Dynein cargo inh cytoplasmic EGFP | Dynein cargo inh nuclear GR-EGFP | Dynein cargo inh cell count |
| --- | --- | --- | --- | --- | --- | --- | --- | --- |
| COc1cc2[nH]c(=S)nc(NC3CCCC3)c2cc1OC | nt | nt | -8% | 2.0 | -0.13 | -0.17 | 0.014 | -0.001 |
| CC1(C)C2CCC1(C)C(OCC[N+](C)(C)CC(=O)OC1CCCCC1)C2 (stereo unspecified) | i | 58 | 2% | 2.0 | 0.64 | -0.13 | 0.95 | -2.2 |
| COc1ccc(CN(C(=O)Cc2cccs2)C(C(=O)NC2CCCC2)c2ccncc2)cc1 (stereo unspecified) | i | 15 | -4% | 1.7 | 0.71 | -0.23 | 0.62 | -0.54 |
| CC(C)c1nc(N2CCCC2)c(C#N)c2c1CCCC2 | i | 41 | -9% | 1.9 | 0.89 | -0.15 | -0.26 | 1.7 |

Screening data: PubChem, several laboratories
